Screens as filed in PubChem.
Nrf2 inh = Nrf2 pathway inhibition; A549 ARE-Fluc reporter, luciferase luminescence, 18-24 h; Potency, µM (highest dose often 46 µM), for inactives: at the top dose activity change, negative = inhibition, actives largely listed as inhibitors; 360,000 tested, 2.1% active; AID 504444; further: potency means the concentration at half of the fitted maximal effect; on the % scale 0 is the no-effect control and ±100 the full control effect; nearly all actives have a fitted effect of over 60% in size
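A549 ARE_Fluc cells, 5000/well, 5% FBS OPTI-MEM; compounds in dose-response, 18-24 h at 37 °C/5% CO2; CellTiter-Fluor viability read (Ex 405/Em 525), then BugLite luciferase luminescence = Nrf2 activity.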
TGFb SMAD3 inh = TGF-b pathway inhibition | HepG2 CAGA-GFP TGF-b/SMAD3 reporter, GFP fluorescence, 18 h; TGF-beta stimulated, 500 pg/mL final | Potency, µM (doses to about 46.1 µM), for the others: top-dose activity, negative = inhibition, most hits filed as inhibitors | 410,000 tested, 1.2% active; further: potency means the concentration at half of the fitted maximal effect; on the % scale 0 is the no-effect control and ±100 the full control effect; nearly all actives have a fitted effect of over 65% in size
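HEPG2 CAGA-GFP reporter cells (1000/well, DMEM with 1% FBS) received compounds, then recombinant TGF-beta at 500 pg/mL final for 18 hours at 37 degrees C. Per-cell GFP summed per well was normalised to unstimulated and stimulated DMSO controls before curve fitting.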
S2 tox = cell viability loss in ATXN counter-screen; 400,000 tested, 0.49% active; S2 cells (HEK-293 line with an ATXN2-luciferase reporter) viability, CellTiter-Fluor protease fluorescence, 24 h; Potency, µM (doses to about 56.7 µM), hits mostly cytotoxic; AID 651635; further: potency means the concentration at half of the fitted maximal effect; nearly all actives have a fitted effect of over 40% in size
Nrf2 ARE act = Nrf2 pathway activation; AREc32 ARE-luciferase reporter (MCF7-derived line), luminescence, 24 h; Potency, µM (highest dose often 46.1 µM), without a hit: at the highest dose activation, most hits filed as activators; 410,000 tested, 0.31% active; AID 624171; further: potency means the concentration at half of the fitted maximal effect; % of control where 0% means no effect; nearly all actives have a fitted effect of over 65% in size
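Luminescent ARE reporter assay in AREc32_Fluc cells: overnight plating at 37 deg C, 24 hr compound incubation, Steady-Glo added, 30 min RT before reading.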
Mm-Cpn inhibitor = M. maripaludis TRiC chaperonin inhibition. 330,000 tested, 0.031% active. Potency, µM (top dose mostly 76.9 µM), inactives show at the highest dose activity, negative = inhibition, most hits filed as inhibitors. purified Mm-Cpn ATPase, ADP Transcreener TR-FRET; further: potency means the concentration at half of the fitted maximal effect; on the % scale 0 is the no-effect control and ±100 the full control effect; nearly all actives have a fitted effect of over 80% in size
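TR-FRET (320 nm excitation; 590 and 665 nm emission) reports ADP made from 10 uM ATP by 25 nM enzyme; compounds were preincubated 10 min, reaction run 30 min, both at 37°C.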
A549 viability = kills or reduces viability of A549 cells in Nrf2 counter-screen; A549 ARE-Fluc cells, CellTiter-Fluor viability, 18-24 h; Potency, µM (doses to about 46 µM), inactives show at the top dose activity change, negative = cytotoxicity, actives largely listed as inhibitors; 390,000 tested, 0.16% active; further: potency means the concentration at half of the fitted maximal effect; on the % scale 0 is the no-effect control and ±100 the full control effect
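A549 ARE-Fluc cells in 5% FBS OPTI-MEM, 5000 cells/well, rested 2 h then exposed to compounds in concentration-response for 18-24 h at 37 °C. Viability by CellTiter-Fluor fluorescence (Ex 405/Em 525) after 30 min; luciferase luminescence (BugLite, 15 min, RT) read afterwards.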
CCT chaperon mod = cytosolic chaperonin activity modulation; purified chaperonin ATPase assay, HTRF ADP detection, 30 min; activity change, % (concentration not given with the values), hits read low; 360,000 tested, 0.3% active; AID 651819; in the data active means activity change below about -30%; further: on the % scale 0 is the no-effect control and ±100 the full control effect
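TRiC (40 or 20 nM final, by batch activity) in 30 mM Tris pH 7.4, 100 mM KCl, 5 mM MgCl2, 1 mM DTT was treated with compound at 76 uM single dose, then 10 uM ATP, 30 min at 37 °C. ADP was read by HTRF Transcreener.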
HepG2 tox = counter-screen for TGF-b inhibitors: cytotoxicity in HepG2 cells | HepG2 CAGA-GFP viability, ATP luminescence, 18 h | Potency, µM (series often up to 46.1 µM), without a hit: at the highest dose activity change, negative = cytotoxicity, hits mostly cytotoxic | 410,000 tested, 0.76% active | AID 588856; further: potency means the concentration at half of the fitted maximal effect; some results filed as inactive show a strong effect at the top dose
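HepG2 CAGA-GFP cells (1000/well, DMEM with 1% FBS) received compound, then TGF-beta at 500 pg/mL final, and were incubated 18 hours at 37 degrees C. Viability was read by CellTiter-Glo luminescence. Media-only wells were set as complete cell-killing and DMSO as no toxicity.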
Akt phos inh = blocks phosphorylation of Akt; AID 651550; Neuro2A IGF-stimulated pAkt S473 HTRF, 20 min; stronger effect = lower value; activity change, % for hits at 50 µM; 360,000 tested, 0.32% active; in the data active means activity change below about -80%; inconclusive means mostly about -51% to -80%; further: on the % scale 0 is the no-effect control and ±100 the full control effect
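Neuro2A cells in DMEM with 0.5% FBS, overnight at 37 deg C, given compound at single 50 µM final, then IGF (6 nM final) for 20 min at 37 deg C. Lysed; phospho-Akt Ser473 by HTRF after 24 h, 665/615 ratio.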
* marks the source's active call; other numbers are inactive results; i = inactive; ? = inconclusive; . = no result given; & = joins results of further samples; [ ] = dose if it differs, or a comment. Unless noted, the call rests on the fitted dose curve; in most records, active means well fitted curve in the direction sought with a large enough effect; inconclusive means small, poorly fitted or top-dose-only effect, or another doubt; inactive means no such curve, though single readings can be large; an effect the other way counts as inactive or inconclusive. No enrichment for hits; 4.4% or so of the library scored in one or more.

Every second line gives: S2 tox	TGFb SMAD3 inh	HepG2 tox	Akt phos inh	Mm-Cpn inhibitor	Nrf2 ARE act	A549 viability	Nrf2 inh	CCT chaperon mod
#1 CCOC(=O)c1cc[nH]c1CC(=O)NC
 : ?	7%	-10%	i	2%	0.0%	-1%	6%	-0.1
#2 CCOC(=O)Cc1[nH]nc2c1C(Cc1ccccc1)C(C#N)=C(N)O2 (stereo not drawn)
 : i	11%	14%	i	2%	3.2%	0%	-11%	-0.6
#3 Cc1csc(C(=O)O)c1NC(=O)c1c(Cl)cccc1Cl
 : i	-15%	4%	i	0%	-0.8%	0%	1%	-87*
#4 CC(C)C(=O)O/N=C(\N)c1ccc(Oc2ccc(Cl)cc2)c([N+](=O)[O-])c1
 : i	-12%	-10%	i	-3%	3.2%	-13%	0%	-0.4
#5 Cc1ccc(COc2ccccc2-c2cc(C(=O)N/N=C/c3cccnc3)[nH]n2)cc1
 : ?	11µM*	-21%	i	0%	4.3%	-17%	?	0.2
#6 COc1ccc(Cn2ccnc2)cc1Br
 : i	-21%	-21%	i	.	0.1%	9%	3%	0.1
#7 CCOc1ccc(CN(C(=O)c2ccccn2)c2ccc(OC)c(Cl)c2)cc1
 : i	-4%	-7%	i	1%	2.9%	-6%	?	0.2
#8 Cc1cc(C)n(-c2cccc(CN3CCC(CO)(Cc4ccccc4)CC3)c2)n1
 : i	-3%	-30%	i	2%	1.8%	1%	23%	-5.6
#9 CSc1nc(N)n2nc(-c3ccc(Cl)cc3)cc2n1
 : i	10%	-1%	i	-1%	6.1%	2%	?	0.7
#10 COc1cc(C(=O)NC2CC3CCCC(C2)N3C2CC2)cc(OC)c1OC (stereo not drawn)
 : i	3%	6%	i	0%	0.3%	-2%	15%	-2.1
#11 CCCCC(=O)OCc1nc2ccccc2s1
 : i	-1%	9%	i	0%	3.3%	1%	?	2.1
#12 O=C(NCCC(=O)N1CCCCCCC1)c1ccc(Br)cc1
 : i	1%	4%	i	0%	-0.1%	1%	5%	1.9
#13 COc1cccc(-c2nc(CS(=O)(=O)CC(=O)Nc3cc(F)ccc3F)c(C)o2)c1
 : ?	?	-20%&-59%	i	-6%	0.4%&0.6%	5%&-17%	?	-0.6
#14 O=C1CC(=O)N(Cc2cccs2)C(=O)N1
 : i	45%[activator]	5%	i	-3%	-0.2%	-1%	5%	0.7
#15 COc1ccc(CNc2ncnc3cc(OC)c(OC)cc23)cc1
 : i	1%	0%	i	-2%	0.8%	3%	-25%	-0.8
#16 CCc1ccc2c(c1)cc(CN(Cc1ccco1)C(C)=O)c1nnnn12
 : i	-20%	-10%	i	1%	7.6%[9.22 µM]	-1%	-37%	2.4
#17 Cc1cc(=O)cc(C)n1-c1ccc2c(c1)nc(C)n2-c1ccccc1
 : i	-23%	-37%	i	-3%	-0.2%	2%	?	0.3
#18 CC(=O)C1=C(O)C(=O)N(CCc2c[nH]c3ccccc23)C1c1ccccc1 (stereo not drawn)
 : i	-6%	-6%	i	-3%	-0.1%	-4%	-1%	0.9
#19 Cc1sc2nc(CN3CCCC3)nc(N3CCN(C(=O)c4ccco4)CC3)c2c1C
 : i	-16%	4%	i	-1%	0.0%	1%	?	-1.5
#20 CN(C)C(=S)SCC(=O)Nc1ccc(Cl)cc1Cl
 : ?	0%	-6%	i	0%	2.6%	2%	-9%	-0.5
#21 Cc1ccc(-n2nnnc2SCC(=O)N2CC(=O)Nc3ccccc32)cc1
 : i	-3%	2%	.	3%	0.1%	2%	9%	-2.0
#22 Cc1ccccc1CNC(=O)C(=O)NCCC1CCCCN1S(=O)(=O)c1ccccc1 (stereo not drawn)
 : ?	?	-15%	i	0%	-0.2%	-14%	0%	-2.8
#23 CC1CCN(C(=O)Cn2c(=O)n(CCCC(=O)NCc3ccco3)c(=O)c3sccc32)CC1
 : i	5%	-28%	i	-1%	-0.3%	-27%	?	-3.6
#24 O=C(Nc1nc(-c2ccc([N+](=O)[O-])cc2)cs1)c1c(F)cccc1F
 : i	0%	-10%	i	0%	0.7%	-18%	?	2.1
#25 CC1(NC(=O)c2ccccc2)CCN(CCc2cccs2)C1=O (stereo not drawn)
 : i	3%	4%	i	-3%	-1.1%	-5%	0%	0.4
#26 O=C(CC(C(=O)O)c1c[nH]c2ccccc12)c1ccccc1 (stereo not drawn)
 : i	4%	2%	i	-9%	0.0%[9.22 µM]	-2%	11%	-0.2
#27 Cc1cc(C)nc(N/N=C/c2ccccc2OCc2cccc(Br)c2)n1
 : i	?	-26%	i	1%	5.8%	3%	?	-0.3
#28 O=C(c1ccccc1)C1N=NCC1c1ccc(Cl)cc1 (stereo not drawn)
 : i	5%	-2%	i	.	3.1%	0%	2%	-0.2
#29 CN(CC(=O)Nc1ccc(F)cc1)C(=O)c1cccc(S(=O)(=O)N2CCN(c3ccccc3)CC2)c1
 : i	?	0%	i	1%	2.4%	-18%	?	-2.7
#30 CC(NC(=O)C(=O)c1cn(CC(=O)N2CCCC2)c2ccccc12)c1ccccc1 (stereo not drawn)
 : i	?	-62%	i	.	-0.5%	.	.	-0.1
#31 Cn1c(COc2ccc(Cl)cc2)nnc1SCc1ncc(-c2ccccc2)o1
 : i	?	-68%	i	-1%	2.2%	-30%	16µM*	-1.7
#32 Cc1cc(C)cc(NC(=O)CN2C(=O)COc3ccc(S(=O)(=O)Nc4ccccc4)cc32)c1
 : ?	?	-32%	.	.	3.8%	2%	-11%	.
#33 O=C(NC(=S)Nc1cccnc1Cl)c1ccc(Cl)cc1
 : i	4%	6%	i	-1%	8.6%	0%	?	2.9
#34 Cc1ccc(CNC(=O)CN2CCN(c3ccc(F)cc3)CC2)cc1
 : i	2%	-1%	i	-2%	-0.5%	0%	-5%	1.9
#35 CCOc1ccc(/C=N/OCC(=O)NC(c2ccccc2)c2ccccc2)cc1
 : i	22µM*	-24%	i	0%	-0.6%[9.22 µM]	0%	?	0.9
#36 CC(=O)Nc1ccc(SCC(=O)c2ccc(Br)s2)cc1
 : i	?	-11%	i	0%	?	2%	9%	0.4
#37 O=S(=O)(c1ccccc1)n1nc(-c2ccco2)nc1NCc1ccccc1
 : i	-24%	-90%	.	.	8.0%	5%	23%	.
#38 Cc1ccc(C(=O)O/N=C(\N)c2ccccn2)c(Cl)c1
 : ?	-14%	-74%	i	3%	-4.4%	-14%	?	-2.5
#39 CCC(C)[C@H]1CN=C(N)N1CCc1cc(C(F)(F)F)cc(C(F)(F)F)c1 (stereo partly drawn)
 : ?	?	-102%	i	1%	-4.9%	-6%	13%	0.7
#40 O=C1[C@H]2[C@@H](c3ccccc3)N[C@]3(CCCN(Cc4ccc(Br)cc4)C3=O)[C@H]2C(=O)N1Cc1ccccc1
 : i	2%	-5%	i	.	-0.6%	.	.	-0.4
#41 Cc1cc(-c2ccccc2)nc(N/N=C/c2ccc(N(C)C)cc2)n1
 : i	?	-23%	i	.	5.7%	9%	4%	0.3
#42 CCCCOc1ccc(C(C)(O)CCN2CCOCC2)cc1 (stereo not drawn)
 : i	9%	-31%	i	1%	0.5%	11%	.	-2.5
#43 Cc1ccc(NC(=S)NCCSc2ccc(Cl)cc2)c(C)c1
 : i	0%	0%	i	1%	-0.6%	10%	2%	-1.6
#44 CCOC(=O)c1cnc2ccc(Cl)cc2c1N1CCN(C)CC1
 : i	10%	-5%	i	-1%	-0.2%	2%	6%	-1.0
#45 N#CC1=C(N)OC2=C(CN(Cc3ccccc3)C/C2=C\c2cccnc2)C1c1cccnc1 (stereo not drawn)
 : i	20%	-1%	i	0%	2.9%	-10%	1%	2.3
#46 CS(=O)(=O)c1ccc(C(=O)OCC(=O)NC(=O)C2COc3ccccc3O2)cc1[N+](=O)[O-] (stereo not drawn)
 : ?	-1%	-23%	i	3%	?	-10%	1%	-2.1
#47 Cc1ccc(C(=O)n2nc(C)c(S(=O)(=O)N3CCOCC3)c2C)cc1
 : i	0%	6%	.	.	-1.3%	-1%	.	.
#48 CCCCn1c(N)c(N(CCOC)C(=O)CSc2nnc(-c3ccco3)n2CC)c(=O)[nH]c1=O
 : i	-14%	-32%	i	0%	0.4%	10%	6%	-5.3
#49 CCc1ccc(NC(=O)CC2C(=O)N(c3ccc(C)cc3)C(=O)N2C2CCCC2)cc1 (stereo not drawn)
 : ?	?	-13%	.	.	0.9%	-11%	6%	.
#50 CCC1(CC)NC(=O)N(CC(=O)OCC(=O)c2cc(C)c(C)cc2C)C1=O
 : i	-8%	1%	i	1%	-0.3%	-8%	-2%	1.4
#51 COc1cc2[nH]c(=S)nc(NCCc3ccc(C)cc3)c2cc1OC
 : i	-20%	-9%	i	-5%	2.4%	-9%	?	-2.5
#52 COc1ccc(C2(C)NC(=O)N(CC(=O)N3CCc4ccccc43)C2=O)cc1OC (stereo not drawn)
 : i	-7%	-3%	i	-1%	-0.6%	5%	1%	-6.2

Full records, looked up by structure.
`Cc1cc(-c2ccccc2)nc(N/N=C/c2ccc(N(C)C)cc2)n1` reads S2 tox: i; TGFb SMAD3 inh: ?; HepG2 tox: -23%; Akt phos inh: i; Mm-Cpn inhibitor: .; Nrf2 ARE act: 5.7%; A549 viability: 9%; Nrf2 inh: 4%; CCT chaperon mod: 0.3
`CC(=O)C1=C(O)C(=O)N(CCc2c[nH]c3ccccc23)C1c1ccccc1` (stereo not drawn) reads S2 tox: i; TGFb SMAD3 inh: -6%; HepG2 tox: -6%; Akt phos inh: i; Mm-Cpn inhibitor: -3%; Nrf2 ARE act: -0.1%; A549 viability: -4%; Nrf2 inh: -1%; CCT chaperon mod: 0.9
